# Screening data (PubChem)
# HePTP inhibitor: inhibitors of human HePTP phosphatase, primary screen, biochemical, absorbance, leukemia target; inhibition, % at 20 µM; recombinant HePTP phosphatase activity, OD absorbance; 110,000 compounds, 0.64% hits; Tyrosine-protein phosphatase non-receptor type 7 (Homo sapiens), P35236; AID 521, 2006; in the data active = inhibition above about 50%;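 also: plate controls were vehicle for no effect and reference inhibitor for full effect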
# Target sequence (P35236 whole entry, looked up): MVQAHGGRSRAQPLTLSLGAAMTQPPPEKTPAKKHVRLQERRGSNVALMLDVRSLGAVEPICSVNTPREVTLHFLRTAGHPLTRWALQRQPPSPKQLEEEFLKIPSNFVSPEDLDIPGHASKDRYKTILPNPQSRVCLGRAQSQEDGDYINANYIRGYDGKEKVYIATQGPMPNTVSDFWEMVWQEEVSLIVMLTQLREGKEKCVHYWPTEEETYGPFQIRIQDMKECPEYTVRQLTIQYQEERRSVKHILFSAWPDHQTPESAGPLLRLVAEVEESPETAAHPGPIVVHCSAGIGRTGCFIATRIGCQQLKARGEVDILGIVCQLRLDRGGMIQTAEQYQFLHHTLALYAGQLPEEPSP
# BAP1 inh: inhibitors of BAP1 deubiquitinase, primary screen, biochemical, Ub-AMC fluorescence, kinetic | Ubiquitin carboxyl-terminal hydrolase BAP1 (Homo sapiens), Q92560 | recombinant BAP1, Ub-AMC hydrolysis fluorescence kinetic; stronger effect = lower value | activity remaining (% of control), % at 20 µM | 72,000 compounds, 0.48% hits | AID 436, 2006;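 active = activity remaining at or below 50% of control, provided the compound also passes the data quality filters; inactive = the rest, including low values that fail the filters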;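 also: 100% = DMSO wells rate and 0% = substrate alone blank rate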
# * hit, by the source's call; . = no result given; & = joins results of further samples.
SMILES,HePTP inhibitor,BAP1 inh
CC(N/C=C1/CC(=O)NC1=O)c1ccccc1 (centres undefined),-10.9,.
N/C(=N\OC(=O)C12CC3CC(CC(C3)C1)C2)c1ccccn1,-4.1,.
O=C(Nc1ccc(S(=O)(=O)NCc2cccnc2)cc1)c1ccco1,6.6,89.0
CCn1c(SCC(=O)OCc2ccccc2)nnc1-c1ccco1,4.7,93.4
Cn1c(=O)c2c(nc(CN3CCc4ccccc4C3)n2CCc2ccccc2)n(C)c1=O,.,84.9
CCc1ccc2[nH]c(=O)c(CN(Cc3nnnn3C3CCCC3)C3CCCCC3)cc2c1,3.0,67.4
Cc1cccc(C)c1OCCCCCCc1c(C)n[nH]c1C,0.5,.
CCN(CC)S(=O)(=O)c1ccc(C(=O)Nc2ccc(OC)cc2[N+](=O)[O-])cc1,.,70.3
Cc1cc(C)nc(SCc2nnc(SCC(=O)OC3CCCCC3)o2)n1,-6.3,90.1
Cc1ccc(S(=O)(=O)NN2C(=O)/C(=C/c3cccc4ccccc34)SC2=S)cc1,2.7,.
O=C(O)C1CCCCC1C(=O)N1CCN(c2ccc(F)cc2)CC1 (centres undefined),9.6,.
COc1ccc(/C=C/C(=O)Nc2ccc([N+](=O)[O-])cc2OC)cc1,8.8,.
Cc1ccc(S(=O)(=O)NCCc2ccncc2)cc1,1.2,95.2
CSc1ccccc1NC(=O)c1nn2c(c1Br)NC(c1cccs1)CC2C(F)(F)F (centres undefined),-3.2,.
COCc1nnc(NC(=O)CCC2CCCCC2)s1,3.3,71.8
CC1(C(=O)NC2CCCCC2)CCC(=O)N1Cc1cccnc1 (centres undefined),-3.9,107.3
COc1cc(/C=N/Nc2nc(Nc3ccccc3)nc(N3CCOCC3)n2)ccc1OCc1ccccc1,-4.1,.
O=C(Oc1nsnc1N1CCOCC1)N1CCCCC1,.,110.3
CC1CC(C)CN(S(=O)(=O)c2ccc(C(=O)Nc3nc(-c4ccc(I)cc4)cs3)cc2)C1 (centres undefined),.,77.1
COc1ccc(C(C(=O)NC2CCCCC2)N(CC2CCCO2)C(=O)CNC(=O)c2ccco2)cc1 (centres undefined),4.5,92.1
COc1cc(/C=C2\SC(NC(C)=O)=NC2=O)cc2sc(=O)oc12,3.3,.
CCSc1nnc2n(-c3ccc(C)cc3)c(=O)c3c4c(sc3n12)CCCC4,5.4,.
CC1Cc2ccccc2N1C(=O)CSc1nnc2sc3ccccc3n12 (centres undefined),-3.7,62.4
CC1CCC/C(=N\NC(=O)Nc2ccccc2)C1 (centres undefined),-17.3,.
O=C(COc1ccc([N+](=O)[O-])cc1)Nc1ccc2nn(-c3ccccc3)nc2c1,11.2,.
COc1ccc(S(=O)(=O)NC(CC(=O)NCc2ccccc2OC)c2ccco2)cc1 (centres undefined),10.5,97.7
O=C(Nc1ccc2oc(-c3ccncc3)nc2c1)c1ccncc1,3.3,.
O=C(c1ccc(-c2ccc(Cl)cc2)o1)N1CCOCC1,0.0,.
COCCSc1nnc(NC(=O)C2CCCO2)s1 (centres undefined),1.1,111.6
O=C1C=C(NCc2ccc(Cl)cc2)CC(c2ccco2)C1 (centres undefined),-7.6,101.7
Cc1c(C#N)c2ccccc2n1CC(=O)NCc1cccnc1,0.1,96.2
O=C(COc1ccccc1Cl)Nc1ccc(NC(=O)c2nccs2)cc1,.,57.8
Cc1ccc(C(C)C)c(OCC(O)Cn2cnc3cc(C)c(C)cc32)c1 (centres undefined),3.2,.
Cc1nnc(OCc2nc3ccccc3n2C)c2ccccc12,5.7,94.3
CC(=O)C1=C(C)NC(=O)NC1c1ccc(C)cc1 (centres undefined),-20.7,.
N#CCCSc1ncnc2c1oc1ccccc12,-3.5,100.0
CC12CC3CC(C)(C1)CC(CNC(=S)Nc1ccccc1)(C3)C2,5.0,.
O=C1CSC(c2cn(-c3ccccc3)nc2-c2ccc3c(c2)OCCO3)N1CCN1CCOCC1 (centres undefined),7.7,100.2
Cc1nc2ccccn2c1C(=O)NCc1cccnc1,-3.6,100.9
COC(=O)C1=C(C(=O)OC)SC(=C2C(=S)C(C)(C)N(C(=O)c3ccccc3)c3cc(OC)ccc32)S1,-2.7,94.6
Cc1c(C=NCCOCc2ccccc2)cnn1C,7.7,106.0
Cc1oc(C(=O)O)cc1COc1ccc2c3c(c(=O)oc2c1C)CCCC3,7.6,70.9
Cc1ccc(CNC(=O)CCCn2c(=O)c3ccccc3n(CC(=O)NC3CCCC3)c2=O)cc1,2.6,85.9
CC(C)N(Cc1nc(-c2ccc(Cl)cc2)no1)C(=O)CCCN1C(=O)c2ccccc2C1=O,6.2,79.1
CC(C)C[C@H](NC(=O)Nc1ccc(S(N)(=O)=O)cc1)C(=O)O,-6.9,99.4
COC(=O)C1=C(N)Oc2cc(C)n(Cc3ccco3)c(=O)c2C1c1cccc(Cl)c1 (centres undefined),-4.7,.
CN(C)/C=C1\N=C(c2ccc(Cl)cc2Cl)OC1=O,-3.6&6.8,83.9
COc1ccc(OC)c(C(O)c2nc3ccccc3n2C)c1 (centres undefined),-1.3,.
O=C(c1ccc(F)cc1)N1CCN(C(=O)c2ccc([N+](=O)[O-])cc2)CC1,5.7,.
COc1cc(NC(=O)c2cccc(Br)c2)ccc1NC(=O)c1ccco1,2.3,.
CC(=O)NC(=Nc1nc(C)c2cc(C)cc(C)c2n1)NC(C)=O,4.2,.
c1ccc(-c2nc(NCc3cccnc3)c3oc4ccccc4c3n2)cc1,0.8,102.6
CC(C)C(NC(=O)OCc1ccccc1)C(=O)OCC(=O)NCc1ccco1 (centres undefined),16.1,60.9
CCOC(=O)C1=C(O)/C(=C/c2cccc([N+](=O)[O-])c2)SC1=Nc1cccc(Cl)c1,7.8,.
Cc1ccc(C(=O)Nc2ccc3c(c2)nc2n3CCSC2)cc1,-5.5,100.5
N#Cc1cc2cc3c(cc2nc1N1CCCCC1)OCCO3,10.2,124.7
COc1cccc(/C=N/N(C)C2=NS(=O)(=O)c3cc([N+](=O)[O-])ccc32)c1O,1.5,.
COC(=O)Cn1nc(-c2ccc(C)c(S(=O)(=O)N(C)C)c2)c2ccccc2c1=O,2.3,96.7
COc1cc(/C=C2/SC(=S)NC2=O)ccc1OC(=O)c1ccccc1Br,5.1,.
CCNC(=O)N(C(=O)NCC)n1c(C)nnc1C,3.1,117.6

# Other entries follow.
SMILES,HePTP inhibitor,BAP1 inh
O=C1CCNc2cc3ccccc3cc21,12.8,97.8
NCCCCC(=O)O,.,93.8
CCn1c(-c2ccco2)nc2ccccc21,4.9,118.2
COc1cccc(C(=O)Cn2c(N3CCOCC3)nc3c2c(=O)n(C)c(=O)n3C)c1,1.6,84.5
CCCCOCCCNC(=O)c1ccc2c(c1)OCO2,-0.5,93.8
CCC(Sc1nc2cc3c(cc2c(=O)n1Cc1ccco1)OCO3)C(=O)Nc1ccccc1OC (centres undefined),-11.2,.
CC(=O)c1c(NCc2ccccc2)nc(=O)n(-c2ccccc2)c1C,5.0,85.8
CCCc1c(O)nc(SCCN(CCC)CCC)[nH]c1=O,3.2&-5.3,103.9
CCOC(=O)c1cnn(-c2cccc(Cl)c2)c1N,5.8,91.8
Cc1nc(SCC(=O)Nc2cc(C)on2)c2c(=O)n(C)c(=O)n(C)c2n1,-8.8,90.9
Cc1cc(C(=O)Nc2sc(C(=O)OC(C)C)c(C)c2C(N)=O)ccc1[N+](=O)[O-],-1.7,.
O=C(O)C1C2CCC(O2)C1C(=O)N1CCN(C(c2ccccc2)c2ccccc2)CC1 (centres undefined),6.1,.
CCCN1C2CCCC1CC(NC(=O)c1cc(OC)c(OC)c(OC)c1)C2 (centres undefined),16.7,102.4
CSc1c(C#N)c(N)c(C#N)c2c1COC(C)(C)C2,4.2,220.6
Cc1ccc(N(C(=O)Cn2nnc3ccccc32)C(C(=O)NC2CCCCC2)c2cn(C)nc2C)cc1 (centres undefined),5.3,110.7
O=C(N/N=C/c1ccncc1)c1ccco1,6.1,.
S=C(NCc1ccco1)Nc1cccc(Cl)c1,-8.4,.
O=C1C(=Cc2ccccc2Br)C(=O)c2ccccc21,-6.6,.
Cc1cc(C(F)(F)F)n2nc(C(=O)O)c(Cl)c2n1,7.8,99.4
Cc1cc(=O)[nH]c(SCC(=O)Nc2ccc(Br)cn2)n1,9.8,75.7
Cc1cccn2c(=O)c3cc(C(=O)NC(C)C)c(=N)n(Cc4ccncc4)c3nc12,3.7,539.0
CCOC(=O)CN1CC23C=CC(O2)C(C(=O)Nc2ccc(C(C)=O)cc2)C3C1=O (centres undefined),6.2,94.5
O=[N+]([O-])c1ccc(Oc2ccc(S(=O)(=O)N3CCOCC3)cc2)cc1,-6.1,.
COc1ccc(NC(=O)C2CCN(C(=O)NC3CCCCC3)CC2)c(OC)c1,8.9,107.1
COc1cc(NC(=O)CN(c2cc(C)cc(C)c2)S(=O)(=O)c2c(C)noc2C)cc(OC)c1,9.3,61.5
O=C(O)c1cc(=O)c2ccccc2[nH]1,.,79.3
O=C(O)c1ccc(Nc2nc(-c3ccc(Br)cc3)cs2)cc1,2.8,.
Cc1ccccc1NS(=O)(=O)c1cc(C(=O)NCc2ccco2)ccc1C,1.8,94.0
C=CCN1C(=O)/C(=C\c2ccc(-c3cc([N+](=O)[O-])ccc3C)o2)C(=O)NC1=S,101.8*,.
O=C(O)CN=C(NS(=O)(=O)c1ccccc1)c1ccccc1,5.8&6.5,97.0
COc1ccc(C)cc1S(=O)(=O)N1CCN(Cc2ccccc2)CC1,9.2,99.9
COC(=O)[C@@H](NC(=O)NCc1ccccc1Cl)C(C)C,0.9,103.7
CCOC(=O)COc1ccc2c(oc(=O)c3ccccc32)c1C,-6.7,.
COc1ccc(CCn2c(NCCCN3CCOCC3)nc3c2c(=O)[nH]c(=O)n3C)cc1,-4.8,93.6
COC(=O)c1c(N)sc(C)c1-c1ccc(C)cc1C,-9.8,.
COc1cc(NC(=O)c2cccnc2)c(OC)cc1Br,7.1,.
Cn1c(=O)c2cc(S(=O)(=O)NCCC(=O)NCCc3ccc(Cl)cc3)ccc2n(C)c1=O,7.9,100.6
COc1ccc(OC)c(C(C)NC(=O)c2ccco2)c1 (centres undefined),3.0,98.8
CC(C)NS(=O)(=O)c1ccc(CCC(=O)NCc2ccco2)cc1,9.4,.
COC(=O)C(C)NC(=O)C12CC3CC(CC(C3)C1)C2 (centres undefined),4.5,115.0
CCOC(=O)c1sc(NC(=O)CCCOc2ccc(Cl)cc2C)c(C(N)=O)c1C,-13.1,.
O=C(c1cc(Cl)cc(Cl)c1)N1CCOCC1,3.0&-5.7,122.9
COc1cccc(C(=O)Nc2ccc(NC(=O)c3ccco3)c(Cl)c2)c1,.,74.8
N/C(=N/OC(=O)c1ccc(Br)cc1)c1nonc1N,-10.5,.
COCCCNC(=O)COc1ccc(S(=O)(=O)Nc2ccccc2)cc1,10.2,146.9
O=C(NCC1CCCO1)C1CCN(C(=O)c2ccc(Br)cc2)CC1 (centres undefined),8.1,103.2
O=C(CSc1nnc(-c2cccnc2)n1C1CCCCC1)NC1CCCCC1,13.0,112.0
CCCCC(=O)NC(Nc1cc(C)ccn1)(C(=O)OCC)C(F)(F)F (centres undefined),-4.6,105.4
CCOC(=O)C1CCN(CC(=O)N2C(C)CCCC2C)CC1 (centres undefined),7.3,128.2
Cc1cc2ncn(CC(O)COc3ccc4ccccc4c3Br)c2cc1C (centres undefined),0.2,.
COc1ccc(CC(=O)Nc2ccccc2C(=O)NCC(C)C)cc1,8.5,.
COc1ccc(S(=O)(=O)NCc2ccccn2)c(Cl)c1Cl,-0.9,74.2
COc1ccc(CCNC(=O)CC2COc3ccccc3O2)cc1OC (centres undefined),17.6,137.3
CCOc1ccccc1C(=O)Nc1c(Cl)cccc1Cl,4.4,.
COCCCNC(=O)CSC1=Nc2ccccc2C2=NC(CC(=O)NCc3ccccc3)C(=O)N12 (centres undefined),-2.6,69.5
COC(=O)c1c(NC(=O)c2nc3ncccn3n2)sc(C(=O)N(C)C)c1C,6.0,103.2
CCOc1cc(/C=C2\C=C(c3ccc(OC)cc3)OC2=O)ccc1OC(C)=O,10.0,.
